Screening data: PubChem, The Scripps Research Institute Molecular Screening Center
PME-1 primary – PME-1 inhibitors via competitive probe labeling, primary screen, biochemical, fluorescence polarization, FP-Rh probe, HTS; recombinant PME-1; Protein phosphatase methylesterase 1 (Homo sapiens), Q9Y570; AID 2130, 2009; inhibition, % at 5.9 µM; 320,000 compounds, 0.53% hits;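 active = inhibition above the campaign mean of all compounds plus 3 SD, cut at about 26% in these data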;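 also: competitive labeling of PME-1 active site by serine hydrolase directed probe; 0% = PME-1 with DMSO and 100% = wells lacking PME-1 enzyme; inhibitors block probe labeling so polarization falls and inhibition rises; many of its hits are not listed in these tables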
Target sequence (Q9Y570 whole entry, looked up): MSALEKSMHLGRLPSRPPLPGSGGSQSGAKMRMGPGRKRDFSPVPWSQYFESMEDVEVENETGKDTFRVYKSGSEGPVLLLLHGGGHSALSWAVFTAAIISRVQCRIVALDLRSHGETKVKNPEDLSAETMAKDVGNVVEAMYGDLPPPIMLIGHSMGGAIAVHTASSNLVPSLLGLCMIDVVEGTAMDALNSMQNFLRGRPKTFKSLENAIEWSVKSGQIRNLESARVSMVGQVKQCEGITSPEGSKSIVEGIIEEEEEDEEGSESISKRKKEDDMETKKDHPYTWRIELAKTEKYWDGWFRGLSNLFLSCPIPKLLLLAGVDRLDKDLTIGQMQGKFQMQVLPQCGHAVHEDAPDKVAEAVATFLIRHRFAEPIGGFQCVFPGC
PAD4 FP inh – human PAD4 inhibitors, primary screen, biochemical, fluorescence polarization, 1536-well format. Protein-arginine deiminase type-4 (Homo sapiens), Q9UM07. recombinant PAD4, RCA probe fluorescence polarization. 330,000 compounds, 0.41% hits. inhibition, % at 6.36 µM;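 active = percent inhibition above a cutoff equal to the mean of all tested compounds plus 3 SD, cut at about 15% in these data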;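 also: 0% = PAD4 with RCA probe and DMSO and 100% = probe without PAD4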
GSTO1 counter – inhibitors of recombinant GSTO1, primary screen, counter-screen for RBBP9 inhibitor project, biochemical, fluorescence polarization; activity-based probe fluorescence polarization; 300,000 compounds, 1.1% hits; AID 1974, 2009; inhibition, % at 5.96 µM; Glutathione S-transferase omega-1 (Homo sapiens), P78417;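 active = inhibition above the campaign mean inhibition plus 3 SD, cut at about 35% in these data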;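 also: 0% = GSTO1-1 with DMSO and 100% = wells lacking GSTO1-1 enzyme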
PAFAH1B3 FP inh – PAFAH1B3 enzyme inhibitors, primary screen, biochemical, fluorescence polarization, human. recombinant PAFAH1B3, FP-rhodamine probe. Platelet-activating factor acetylhydrolase IB subunit alpha1 (Homo sapiens), Q15102. 340,000 compounds, 0.28% hits. inhibition, % at 3.39 µM;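 active = inhibition above the screen-wide average of all tested compounds plus 3 SD, cut at about 25% in these data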;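 also: 0% = enzyme with DMSO only and 100% = wells lacking PAFAH1B3 protein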
LYPLA2 inh – LYPLA2 inhibitors, primary screen, counter-screen for PME1 inhibitor project, biochemical, fluorescence polarization, FP-Rh probe ABPP. Acyl-protein thioesterase 2 (Homo sapiens), O95372. recombinant LYPLA2. inhibition, % at 5.9 µM. 320,000 compounds, 0.38% hits. AID 2177, 2009;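 active = inhibition above the screen-wide mean plus 3 SD, limit set per campaign, cut at about 26% in these data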;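 also: 0% = LYPLA2 with DMSO and 100% = wells lacking LYPLA2 enzyme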
PAFAH1B2 FP inh – PAFAH1B2 enzyme inhibitors, primary screen, biochemical, fluorescence polarization, human; 340,000 compounds, 1.2% hits; Platelet-activating factor acetylhydrolase IB subunit alpha2 (Homo sapiens), P68402; inhibition, % at 3.39 µM; recombinant PAFAH1B2, FP-rhodamine activity probe;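 active = inhibition above the mean of all tested compounds plus 3 SD, cut at about 24% in these data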;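 also: 0% = enzyme with DMSO and 100% = wells lacking PAFAH1B2; many of its hits are not listed in these tables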
PREPL inhibitor – PREPL enzyme inhibitors, primary screen, biochemical, fluorescence polarization; inhibition, % at 5.96 µM; recombinant PREPL, fluorescence polarization activity-based probe; Prolyl endopeptidase-like (Homo sapiens), Q4J6C6; 320,000 compounds, 0.68% hits; AID 2751, 2010; in the data active = inhibition above about 43%;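 also: 0% = enzyme with DMSO and 100% = wells lacking enzyme; many of its hits are not listed in these tables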
pPAFAH FP inh – pPAFAH enzyme inhibitors, primary screen, biochemical, fluorescence polarization, human; 330,000 compounds, 1.5% hits; inhibition, % at 3.39 µM; Platelet-activating factor acetylhydrolase (Homo sapiens), Q13093; recombinant pPAFAH, FP-rhodamine probe fluorescence polarization;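 active = inhibition above the mean inhibition across the screen plus 3 SD, cut at about 25% in these data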;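 also: inhibitors block binding of the rhodamine activity-based probe so polarization drops; 0% = enzyme with DMSO and 100% = wells lacking pPAFAH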
Target sequence (Q13093 whole entry, looked up): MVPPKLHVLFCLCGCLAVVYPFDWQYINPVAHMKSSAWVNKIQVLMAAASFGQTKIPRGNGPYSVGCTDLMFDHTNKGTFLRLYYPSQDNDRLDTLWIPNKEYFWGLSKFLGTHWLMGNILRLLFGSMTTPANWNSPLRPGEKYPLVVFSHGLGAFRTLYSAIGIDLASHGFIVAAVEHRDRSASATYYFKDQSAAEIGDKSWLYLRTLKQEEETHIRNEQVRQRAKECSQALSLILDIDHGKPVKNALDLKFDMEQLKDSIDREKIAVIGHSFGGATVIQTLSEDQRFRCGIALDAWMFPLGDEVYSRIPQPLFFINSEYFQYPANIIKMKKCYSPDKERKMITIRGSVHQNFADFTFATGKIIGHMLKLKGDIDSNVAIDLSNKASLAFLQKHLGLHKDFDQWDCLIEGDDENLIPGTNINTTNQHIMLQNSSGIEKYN
LYPLA1 inh – LYPLA1 inhibitors, primary screen, counter-screen for PME1 inhibitor project, biochemical, fluorescence polarization, FP-Rh probe ABPP. Acyl-protein thioesterase 1 (Homo sapiens), O75608. recombinant LYPLA1. inhibition, % at 5.9 µM. 320,000 compounds, 0.16% hits. AID 2174, 2009;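 active = inhibition above the mean of all tested compounds plus 3 SD, set per campaign, cut at about 14% in these data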;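 also: inhibitors block serine hydrolase probe labeling of LYPLA1 so polarization falls; 0% = enzyme with DMSO and 100% = wells lacking LYPLA1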
Target sequence (O75608 whole entry, looked up): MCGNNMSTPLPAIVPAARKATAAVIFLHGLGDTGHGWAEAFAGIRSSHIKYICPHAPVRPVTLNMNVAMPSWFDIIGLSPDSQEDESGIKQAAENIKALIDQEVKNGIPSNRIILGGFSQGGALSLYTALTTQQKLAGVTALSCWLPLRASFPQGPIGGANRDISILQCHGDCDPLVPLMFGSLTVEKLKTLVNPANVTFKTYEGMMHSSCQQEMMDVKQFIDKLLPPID
* hit, by the source's call; x = not tested or not shown. An excerpt, so the mix of outcomes need not match the whole.

SMILES	PME-1 primary	PAD4 FP inh	GSTO1 counter	PAFAH1B3 FP inh	LYPLA2 inh	PAFAH1B2 FP inh	PREPL inhibitor	pPAFAH FP inh	LYPLA1 inh
Cc1onc(-c2c(F)cccc2Cl)c1C(=O)N(Cc1ccccc1)C(C)C	-2	-4	-7	0	8	4	6	3	-5
CCN(C(=O)CSc1nc2c(cnn2-c2ccccc2)c(=O)[nH]1)C1CCS(=O)(=O)C1 (centres undefined)	-8	-7	-5	6	-6	1	12	-5	2
O=C(O)CC(c1ccccc1)c1ccccc1	-5	1	-1	5	-6	2	-2	-1	0
CN(C)S(=O)(=O)c1ccc(Cl)c(NC(=O)COC(=O)C2CCCO2)c1 (centres undefined)	-1	2	-7	2	7	1	14	3	-1
O=C(N/N=C/c1cccc(Cl)c1Cl)Nc1ccccc1	-4	2	-1	0	-2	4	30	-2	-2
CC(C)=C1C2CCC1C1C(=O)N(NC(=O)COc3ccc(Cl)c(C)c3)C(=O)C21 (centres undefined)	-4	3	5	3	-3	13	1	7	-1
COc1cc(OC)c(NC(=O)Cn2cnc3sc(C)c(S(=O)(=O)N4CCOCC4)c3c2=O)cc1Cl	0	1	0	-7	10	-1	-5	5	6
C/C(CC(=O)Nc1cc(Cl)ccc1Cl)=N\NC(=O)c1ccco1	-3	-5	1	2	-2	5	-10	0	-1
Nc1c(N(CCC2=CCCCC2)C(=O)C2CC2)c(=O)[nH]c(=O)n1Cc1ccccc1	7	-1	5	3	3	0	6	3	3
CNC(=O)CCC(=O)Nc1ccc(C(=O)OC)cc1	-5	1	8	4	4	2	2	1	2
Cc1cccc(C(=O)OCC(=O)NCCCc2ccccc2)c1O	2	-1	0	9	11	1	-36	6	0
CCOC(=O)/C=C1\SCC(=O)N1CC(O)CN1C(=O)CS/C1=C\C(=O)OCC	0	0	-2	4	2	-1	6	5	0
COc1ccc(CNC(=O)C2CCCN(c3nccc(C)n3)C2)cc1 (centres undefined)	-1	2	1	1	10	8	9	2	1
CCn1cc(S(=O)(=O)c2ccc(OC)cc2)c(=O)c2cc(OC)ccc21	-4	-4	17	1	2	-1	-11	-1	-2
COc1ccccc1CNC(=O)c1c(O)c2cc(OC)c(OC)cc2[nH]c1=O	2	2	16	2	6	-1	12	0	0
C=CCNC(=O)C1CC(=O)N(c2ccc(OCC(=O)Nc3ccc(Cl)cc3)cc2)C1 (centres undefined)	2	-2	3	2	-5	8	-11	3	-2
CN(C)CCn1cnc2c(c1=N)C(c1ccccc1)c1ccc3ccccc3c1O2 (centres undefined)	0	0	-1	6	0	4	-20	-2	-3
CN1C2C=C3C(C#N)=C(N)C(C#N)(C#N)[C@@H](c4cccc(F)c4)[C@@H]3C1CC2 (some centres undefined)	-3	2	9	-5	3	-3	2	6	1
CCOC(=O)c1ccc(CNC(=O)C(Cc2c[nH]c3ccccc23)NC(C)=O)o1 (centres undefined)	0	-1	-4	7	4	2	23	1	-1
Cc1ccc(C(=O)NNC(=O)c2ccc3ccccc3c2O)cc1	-2	0	8	6	5	1	1	16	3
C[C@H](NC(=O)[C@@H]1Cc2ccccc2CN1)C(=O)NCC1CCCO1 (some centres undefined)	-4	-8	-6	8	-2	2	4	3	-1
COc1ncnc2c1oc1nc(C(C)C)c3c(c12)CC(C)(C)OC3	-6	0	24	0	1	-4	-9	1	3
Cc1ccc(S(=O)(=O)CC(CN2CCOCC2)N2CCOCC2)cc1 (centres undefined)	1	-1	-6	8	-3	0	0	3	-1
CC1CCCCC1NC(=O)Cn1c(=O)oc2cc(S(=O)(=O)N3CCCC3)ccc21 (centres undefined)	0	0	-4	0	-7	-3	-2	1	-1
COc1cccc2cc(C(=O)NCc3ccco3)c(=O)oc12	0	0	7	-1	-9	-4	3	0	-1
CCC1Oc2ccccc2N(CC(=O)NC2CCCC2)C1=O (centres undefined)	1	-3	0	7	3	-1	0	6	5
CCOC(=O)C1=C(COC(=O)Cc2ccc(Br)cc2)NC(=O)NC1C (centres undefined)	-1	-2	0	0	1	19	15	6	-1
CC(C)CSC1=NSC2=NC(=O)/C(=C\c3cccs3)C(=N)N12	-5	2	-26	-4	-3	-2	15	11	-5
CCOc1ccc(NC(=O)CN(C)C(=O)c2csc3c2CCCC3)cc1OCC	2	6	x	-1	-8	0	-1	5	-2
Cc1nc2ccccc2n1CCOc1ccccc1	0	3	-4	5	3	-4	12	-1	3
NC1=NC(=O)/C(=C/c2c(OS(=O)(=O)c3ccc(Cl)cc3)ccc3ccccc23)S1	-5	-3	-5	5	2	6	0	18	-3
CC(=O)c1ccc(N2CCN(C(=O)C3CCN(C(=O)Nc4ccccc4)CC3)CC2)cc1	-5	-1	x	3	6	-2	4	1	3
Cn1cc(SCC(=O)NC2CCCC2)c2ccccc21	-3	-6	-1	8	-4	1	5	-4	1
COc1cc(NC(=O)c2ccc(Cl)cc2)c(Cl)cc1NC(=O)c1cccnc1	4	-3	2	2	-5	1	4	-1	0
O=C(NC(=S)Nc1ccc2c(c1)OCCO2)c1ccccc1	3	-5	4	5	9	1	31	0	-1
O=S(=O)(c1ccc(N2CCOCC2)cc1)N1CCOCC1	-4	0	0	3	0	6	7	4	-3
CCN(c1ccccc1)S(=O)(=O)c1ccc(OC)c(NC(=O)CNC)c1	-4	-13	-13	2	-4	6	3	-5	0
CC(C)[C@H](NC(=O)N1CCn2c1nc1ccccc12)C(=O)N[C@@H](C(=O)O)c1ccccc1	-2	-1	1	6	-1	-4	-2	1	2
COC(=O)C1=C(C)N(C(C)C)C(=O)C1(NC(C)=O)C(F)(F)F (centres undefined)	5	4	-1	10	1	0	6	3	-1
Cc1ccc(NC(=O)CSc2ccc3c(c2)OCCO3)nc1	-6	-1	6	8	-4	-1	-21	1	-2
Cc1ccc(OCC(=O)N(Cc2ccco2)c2c(N)n(Cc3ccccc3)c(=O)[nH]c2=O)cc1C	6	2	x	10	5	0	1	-1	3
COc1ccc(C(=O)C2CCCN(Cc3ccc4nonc4c3)C2)c(OC)c1 (centres undefined)	-3	3	-1	-1	4	4	-13	0	0
O=C(NCSc1ccncn1)c1ccccc1	-1	1	23	0	-3	2	0	0	-3
COc1cc(Cl)c(C)cc1NC(=O)CN(C)C1CCS(=O)(=O)C1 (centres undefined)	x	-4	x	3	x	2	28	-3	x
COc1ccccc1/C=C/C(=O)Nc1ccc(S(=O)(=O)Nc2cc(C)nc(C)n2)cc1	-4	5	-15	4	-3	-2	4	4	-2
Cc1ccccc1C(=O)N1CCN(c2ncccn2)CC1	0	-4	4	-2	1	2	-7	-6	1
COc1ccc(Cc2nnc(NS(=O)(=O)c3ccc([N+](=O)[O-])cc3)s2)cc1	1	-4	-11	-7	4	6	4	7	-1
Clc1ccc(-c2ccc(CNCC3CCCO3)o2)cc1 (centres undefined)	3	1	2	0	6	0	32	2	3
COc1cc(NC(=O)CSc2nnc(-c3ccncc3)o2)cc(OC)c1OC	-5	2	1	0	1	3	4	3	4
CCCSc1nnc(NC(=O)CSc2sc3c(O)cc(=O)[nH]c3c2C#N)s1	-25	-9	-14	15	-15	16	40	43*	-20

Next structures
SMILES	PME-1 primary	PAD4 FP inh	GSTO1 counter	PAFAH1B3 FP inh	LYPLA2 inh	PAFAH1B2 FP inh	PREPL inhibitor	pPAFAH FP inh	LYPLA1 inh
O=C(NC1CCCCC1)C(c1ccccn1)N(C(=O)c1csnn1)c1ccccc1F (centres undefined)	-5	-3	4	4	-1	5	0	-3	3
Cc1nc(-c2cc(-c3nc(-c4ccc(C(F)(F)F)cc4)no3)no2)cs1	-16	-2	5	1	-2	7	-7	-3	-3
Brc1cc(Br)cc(CN2CCSCC2)c1	-9	2	4	x	-4	x	3	-10	-2
COc1cccc(OC)c1C(=O)Nc1ccc2c(c1)N(S(=O)(=O)c1cccs1)CCC2	10	-1	-31	10	-5	6	-11	1	-4
O=C(O)/C=C/C(=O)N1CCN(c2cccc(Cl)c2)CC1	7	-1	-3	-8	1	2	7	1	0
CC(=O)c1c(C)[nH]c(C(=O)OCC(=O)NCCCc2ccccc2)c1C	3	0	x	5	-7	-1	0	-5	-7
O=C1NC(=O)C(c2ccccc2[N+](=O)[O-])=C1Nc1ccc(O)c(Cl)c1	6	46*	64*	8	2	0	8	44*	-2
CCn1c(=O)cc(NC2=NCC(C)CN2c2cccc(Cl)c2)n(C)c1=O (centres undefined)	8	-3	2	8	0	4	3	1	1
CC(C)(C)C(=O)Nc1nnc(-c2ccccc2)c(-c2ccccc2)n1	3	0	-1	3	11	3	5	2	6
CCn1cc(C(=O)N2CCc3ccccc32)c(=O)c2cc(S(=O)(=O)N(C)C3CCCCC3)ccc21	11	-1	-4	7	-5	2	17	7	-4
C/C(=N\NC(=O)c1nn(C)c(C)c1Br)c1ccc(NC(=O)c2ccoc2C)cc1	-11	1	0	-8	-4	-4	0	-2	-2
COC(=O)/N=C/c1c(NCc2ccccc2)nc2c(C)cccn2c1=O	3	-2	3	2	-1	3	-15	1	-1
CC(CNC(=O)COC(=O)c1cccs1)c1ccccc1 (centres undefined)	0	-2	x	6	5	1	19	1	0
CC(=O)c1ccc(NC(=O)C(C)Nc2ccc(Cl)cc2)cc1 (centres undefined)	-2	1	16	-2	-3	4	-17	3	5
C=CCc1ccc(OCCn2nnc3ccccc32)c(OC)c1	2	-1	11	16	2	1	0	11	2
Cc1c(NCc2cc(Cl)ccc2O)c(=O)n(-c2ccccc2)n1C	-3	-3	12	4	-2	2	2	3	-1
O=C(Nc1ccc(Br)cc1)/C(=C/c1cccc([N+](=O)[O-])c1)NC(=O)C1CCCCC1	-5	1	1	-13	-9	-13	11	-2	-4
O=[N+]([O-])c1cc(Cl)ccc1N1CCN(c2cccc(C(F)(F)F)c2)CC1	4	-1	5	11	5	-2	10	8	0
Cc1ccc(NC(=O)O/N=C/c2cccc([N+](=O)[O-])c2)cc1	0	-5	-4	-1	-4	4	-4	4	-1
O=C(Nc1ccc2c(c1)OCCO2)c1cccc(S(=O)(=O)N2CCOCC2)c1	0	0	4	11	0	5	18	-2	4
Cc1c(NS(=O)(=O)c2ccc(Br)cc2)c(=O)n(-c2ccccc2)n1C	0	1	0	4	1	2	-1	2	-2
CC(NC(=O)c1cc(-c2ccc(Br)cc2)on1)c1ccccc1 (centres undefined)	0	-4	4	0	-5	-1	0	-7	1
O=C(CSc1nc2ccccc2s1)Nc1ncccn1	-4	1	-2	6	1	2	-10	0	-3
COc1ccc(C(=O)/C=C/C(=O)N(Cc2ccccc2)C(C(=O)NC2CCCCC2)c2ccncc2)c(O)c1 (centres undefined)	3	-1	-2	0	0	4	7	1	3
